# Source: PubChem BioAssay
# H1N1 NS1A inhibition: H1N1 influenza NS1A inhibitors, functional cell based assay (AID 504329) | hit rate 0.3% among 340,000 | NS1A functional cell-based assay, percent inhibition; higher % means a stronger effect | inhibition, % at 12.5 µM, or IC50 in µM where a hit was titrated; in the data active = a potency from the dose series; inconclusive = inhibition above about 27% without an active follow-up result; note: strong numbers were not always called active
# M. tuberculosis HTS: M. tuberculosis growth inhibition, HTS (AID 449762) | hit rate 0.59% among 330,000 | inhibition, % at 25 µM, or IC50 in µM where a hit was titrated | M. tuberculosis H37Rv growth inhibition, 7H9 media; higher % means a stronger effect; in the data active = a potency from the dose series; inconclusive = inhibition above about 70% without an active follow-up result;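 note: bacterial growth assessed after seven days of incubation; strong numbers were not always called active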
# tuberculosis growth: growth inhibition of non-replicating M. tuberculosis (AID 488890). Mycobacterium tuberculosis non-replicating, growth inhibition; higher % means a stronger effect. one-dose inhibition, % at 25 µM; IC50 in µM for titrated hits. hit rate 0.39% among 320,000; in the data active = a potency from the dose series; inconclusive = inhibition mostly from about 82% at the one dose, without a potency; inactive = the rest, 99 in 100 with inhibition below about 76%;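 note: plate controls were DMSO cells for no effect and high antibiotic wells for full effect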
# VEEV TC-83 Vero: inhibitors of VEEV TC-83 cytopathic effect, confirmation, Vero cells (AID 588727); Vero cells, VEEV TC-83 cytopathic effect inhibition; higher % means a stronger effect; one-dose inhibition, % at 20 µM; IC50 in µM for titrated hits; hit rate 0.13% among 350,000; in the data active = a potency from the dose series; inconclusive = inhibition mostly from about 14% at the one dose, without a potency; inactive = the rest, 99 in 100 with inhibition below about 12%; note: strong numbers were not always called active
# PhoP GFP inhibition: PhoP regulon inhibitors, Salmonella typhi PhoP promoter GFP reporter, confirmatory (AID 1850). inhibition, % at 50 µM, or IC50 in µM where a hit was titrated. hit rate 0.33% among 310,000. Salmonella Typhi PhoP-promoter GFP reporter, fluorescence, 4 h; higher % means a stronger effect; in the data active = a potency from the dose series; inconclusive = inhibition mostly from about 25% at the one dose, without a potency; inactive = the rest, 99 in 100 with inhibition below about 19%;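 note: 0% = induced wells with vehicle and 100% = uninduced wells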
# VEEV TC-83 Vero 10K pilot screen: recorded beside VEEV TC-83 Vero, whose call it bears; inhibition, %; measured here: 10K pilot screen inhibition
# * marks the source's active call; other numbers are inactive results; i = inactive; ? = inconclusive; / = not tested or not shown. Hits appear at their usual frequency; overall some 1.6% were active at least once.
SMILES,H1N1 NS1A inhibition,M. tuberculosis HTS,tuberculosis growth,VEEV TC-83 Vero,PhoP GFP inhibition,others
COC(=O)C1CCN(C(=O)Cc2ccccc2OC)CC1,6.3%,-0.3%,4.5%,0.3%,-2.0%,
COc1ccc(C2C(C(=O)N3CCOCC3)=C(C)NC3=C2C(=O)CC(C)(C)C3)cc1O (stereo unspecified),-2.9%,1.7%,17.0%,1.0%,-21.9%,
COc1ccc(-c2oc(NC(=O)CCl)c(C#N)c2-c2ccc(OC)cc2)cc1,7.2%,12.5µM*,?,13.2%,-0.9%,
CN(C)S(=O)(=O)Oc1ccccc1C(=O)Nc1cccc(C(F)(F)F)c1,-0.5%,-1.6%,13.8%,4.4%,2.9%,
CCCOc1ccc(CCc2n[nH]c(=S)n2-c2ccccc2)cc1,-0.1%,-2.0%,-12.0%,2.8%,-8.9%,
Cc1cc(C)c2c(N)c(-c3nnc(SCc4ccc(Cl)cc4)n3C)sc2n1,-23.7%,1.6%,-15.4%,0.7%,2.4%,
N#C/C(=C\c1ccc(OCc2ccccc2)cc1)C(=O)Nc1nc2c(s1)CCN(Cc1ccccc1)C2,6.2%,-12.3%,2.3%,9.5%,-26.1%,
COc1ccc(NS(=O)(=O)c2ccc(N3CCOCC3)c(NC(=O)C(C)C)c2)cc1,4.5%,8.5%,-19.7%,0.6%,-9.7%,
CC(=O)NC1C(=O)N=C(SCC(=O)NC(C)c2ccccc2)NC1=O (stereo unspecified),-10.1%,-2.4%,4.0%,0.7%,1.4%,
O=C(NCc1ccccc1)NC(=O)c1ccc(Cl)cc1,-6.5%,-9.0%,-7.5%,1.3%,-1.5%,
CC1CCN(C(=O)C2CCN(c3ncnc4c3nc3n4CCCCC3)CC2)CC1,0.1%,?,51.7%,2.6%,6.7%,
COCCCN(C(=O)Cc1ccc(Cl)c(Cl)c1)c1c(N)n(Cc2ccccc2)c(=O)[nH]c1=O,-13.5%,2.6%,-5.4%,0.5%,12.4%,
COc1ccc(N2C(=O)NC(=O)C(CCc3ccncc3)(CCc3ccncc3)C2=O)cc1,-10.0%,-4.0%,0.2%,4.0%,-13.3%,
O=C(COc1ccc(Br)cc1CO)Nc1ccc(S(=O)(=O)N2CCCC2)cc1,-4.4%,/,/,8.1%,/,
O=c1[nH]c2ccc(S(=O)(=O)Nc3ccc(Cl)cc3)cc2[nH]1,-1.3%,1.3%,-2.6%,1.8%,10.0%,
CCN(CC)S(=O)(=O)c1ccc2c(c1)nc(CCC(=O)OCC(=O)N1CCc3ccccc31)n2C,-0.4%,-2.0%,9.1%,i,-8.9%,
Cc1ccsc1-c1nc(-c2ccccc2)c(-c2ccccc2)[nH]1,-2.8%,-8.5%,-1.2%,1.1%,-9.6%,
COc1cccc(/C=C/C(=O)OCC(=O)NCC2CCCO2)c1 (stereo unspecified),-1.3%,0.2%,19.6%,0.3%,-3.2%,
COc1ccc([N+](=O)[O-])cc1N=Cc1c(O)n(CCc2ccccc2)c(=O)n(C(C)C)c1=O,-2.5%,3.9%,-6.2%,7.7%,-4.1%,
O=C(Cc1ccccc1)N/N=C/c1ccc2cccc(O)c2n1,3.9%,7.67µM*,?,i,-7.5%,
Cc1ccc(S(=O)(=O)Nc2cccc(-n3cnnn3)c2)cc1C(=O)O,0.6%,-5.2%,-12.1%,2.1%,2.7%,
COc1cc(CC(=O)OCC(=O)c2ccc(F)cc2)cc(OC)c1OC,-20.6%,-2.5%,0.7%,2.3%,/,
O=C1NC2(CCCCCC2)C(=O)N1Cc1cccc(Cl)c1,-1.7%,6.1%,10.0%,0.2%,-3.7%,
O=C(CSc1nnc(COc2cccc3ccccc23)o1)N1CCN(C(=O)c2ccco2)CC1,3.2%,14.5%,78.2%,0.8%,-13.6%,
CC#CCCc1nc2ccccc2c(=O)n1N,4.2%,2.3%,-12.7%,0.2%,-0.3%,

# A draw from above in order of SMILES length, descending:
SMILES,H1N1 NS1A inhibition,M. tuberculosis HTS,tuberculosis growth,VEEV TC-83 Vero,PhoP GFP inhibition,others
N#C/C(=C\c1ccc(OCc2ccccc2)cc1)C(=O)Nc1nc2c(s1)CCN(Cc1ccccc1)C2,6.2%,-12.3%,2.3%,9.5%,-26.1%,
O=C(CSc1nnc(COc2cccc3ccccc23)o1)N1CCN(C(=O)c2ccco2)CC1,3.2%,14.5%,78.2%,0.8%,-13.6%,
COc1ccc(-c2oc(NC(=O)CCl)c(C#N)c2-c2ccc(OC)cc2)cc1,7.2%,12.5µM*,?,13.2%,-0.9%,
COc1cccc(/C=C/C(=O)OCC(=O)NCC2CCCO2)c1 (stereo unspecified),-1.3%,0.2%,19.6%,0.3%,-3.2%,
O=C(Cc1ccccc1)N/N=C/c1ccc2cccc(O)c2n1,3.9%,7.67µM*,?,i,-7.5%,
O=C(NCc1ccccc1)NC(=O)c1ccc(Cl)cc1,-6.5%,-9.0%,-7.5%,1.3%,-1.5%,
CC#CCCc1nc2ccccc2c(=O)n1N,4.2%,2.3%,-12.7%,0.2%,-0.3%,

# Going on with the list:
SMILES,H1N1 NS1A inhibition,M. tuberculosis HTS,tuberculosis growth,VEEV TC-83 Vero,PhoP GFP inhibition,others
Cc1noc(C)c1NC(=O)Nc1ccc2c(c1)C(=O)N([C@H](C)CO)C[C@H](C)[C@@H](CN(C)C(=O)NC1CCCCC1)O2,-1.0%,-2.9%,2.2%,1.5%,/,
O=C1CCC(c2ccccc2)N1C(=O)c1cccnc1 (stereo unspecified),5.4%,-6.5%,1.5%,i,8.2%,
O=C(COC(=O)c1ccc(S(=O)(=O)NCc2ccco2)cc1)NCC1CCCCC1,2.2%,9.3%,5.2%,i,-7.5%,
O=C(c1cc(Br)ccc1O)N1CCN(S(=O)(=O)Cc2ccccc2)CC1,-0.8%,5.4%,8.7%,0.4%,/,
O=C(COc1cccc2cccnc12)N/N=C1\SCC(=O)N1CCc1ccccc1,-3.3%,-0.1%,36.9%,9.5%,6.9%,
COc1ccc(NC(=O)c2c(Cl)cnn2C)c(C)c1,-0.2%,-7.3%,3.2%,0.2%,-5.6%,
O=C(CC(=O)c1ccccc1)c1ccccc1,-8.0%,/,/,2.0%,/,
CCCS(=O)(=O)N1CCC(C(=O)NCC2CCCO2)CC1 (stereo unspecified),0.3%,-6.1%,-3.7%,0.4%,-2.0%,VEEV TC-83 Vero 10K pilot screen=11.4
O=C(CSc1nncn1-c1cccnc1)N1CCOCC1,3.0%,-1.1%,14.4%,0.3%,-5.7%,
COc1cccc(CNS(=O)(=O)c2cc(-c3cc(C)no3)ccc2C(C)C)c1,-1.8%,1.1%,15.4%,1.6%,-9.6%,
CCOC(=O)c1sc(NC(=O)CSc2nc(-c3ccco3)cc(C(F)(F)F)n2)c(C(=O)OC)c1C,-2.4%,-2.2%,-7.4%,i,-4.0%,
O=C(Nc1cnccn1)C1c2ccccc2Oc2ccccc21,3.4%,-4.6%,-1.7%,2.6%,0.9%,
CCc1ccccc1NC(=O)c1ccc2snnc2c1,-1.4%,0.1%,-8.0%,0.6%,-5.5%,
O=C(Nc1nccs1)C1CCCN(S(=O)(=O)c2cccnc2)C1 (stereo unspecified),5.1%,-0.7%,8.9%,0.6%,11.4%,
O=C(O)c1ccccc1-c1ccccc1C(=O)Nc1ccc2c(c1)[nH]c(=O)c1ccccc12,-25.5%,1.2%,62.0%,0.4%,-6.7%,
Cc1c(/C=N/NC(=O)c2ccccc2O)c2ccccn2c1C(=O)c1ccc(F)cc1,9.4%,5.3%,-2.0%,?,2.1%,
CCCNCc1cc(Br)ccc1OCC(=O)NCCc1ccccc1,3.5%,5.9%,16.2%,i,-3.0%,
C[n+]1c(-c2ccccc2)cc(-c2ccc(Cl)cc2)cc1-c1ccccc1,1.6%,-0.1%,73.7%,11.2%,11.9%,
CC(Nc1ccc(Cl)cc1)c1cc(Cl)ccc1O (stereo unspecified),3.7%,0.9%,-3.5%,1.7%,-4.7%,
CC(C)(C)c1ccc(C(=O)N2CCC(=O)N(C(CO)Cc3ccccc3)CC2)cc1 (stereo unspecified),1.4%,-10.0%,-0.4%,2.2%,15.3%,
CCc1ccc(NC(=O)CSc2ccc(-c3ccco3)nn2)cc1,-0.2%,?,?,i,8.6%,
Cc1c(OCC(=O)N(C)C)ccc2c(-c3ccccc3)cc(=O)oc12,-0.3%,-3.4%,-5.9%,2.4%,-0.6%,
COc1ccc(Cl)cc1-c1nc(SCC(=O)NCCN2C(=O)CSC2=O)n[nH]1,-2.4%,0.9%,2.9%,4.8%,3.0%,
COc1ccc(NC(=O)c2cn(CCC#N)nc2-c2ccc(OC)c(OC)c2)cc1,-3.8%,5.0%,-11.1%,1.2%,1.6%,
Cc1ccc(NC(=O)C2CCCN2C(=O)c2cccs2)cc1C (stereo unspecified),-10.0%,-7.2%,7.4%,2.3%,/,
# Remaining list, next part.
SMILES,H1N1 NS1A inhibition,M. tuberculosis HTS,tuberculosis growth,VEEV TC-83 Vero,PhoP GFP inhibition,others
COC(=O)[C@]1(Cc2ccccc2)N[C@H](CN(C)S(=O)(=O)c2ccc(-c3ccccc3)cc2)[C@@H]2C(=O)N(C)C(=O)[C@@H]21,-0.4%,2.4%,40.8%,5.7%,/,
CCN(CC)c1ccc(Nc2nc(Cl)ncc2Br)cc1,0.0%,17.1%,11.6%,1.5%,4.9%,
COc1ccc2nc(Nc3nc(C)c(C(C)=O)s3)sc2c1,-9.5%,28.2%,11.0%,12.3%,-8.4%,
COc1ccc(/C(C)=N/NC(=O)CNC(=O)COc2ccccc2)c(OC)c1,-0.7%,4.7%,-10.2%,3.8%,1.5%,
CN(C(=S)Nc1ccc(SC(F)F)cc1)c1ccc(O)cc1,-7.7%,-10.5%,63.7%,1.4%,-0.5%,
COc1ccc(C(=O)N(CC2CCCO2)C(C(=O)NC2CCCC2)c2ccc(C)cc2)cc1OC (stereo unspecified),-5.0%,-13.5%,23.8%,0.1%,4.9%,
CC(=O)N(c1ccccc1)c1c(F)c(F)c(F)c(F)c1F,-2.5%,-3.8%,-1.2%,i,-1.8%,
Cc1ccc(C(=O)CCC(=O)OCC(=O)N(C)c2c(N)n(Cc3ccccc3)c(=O)[nH]c2=O)cc1,-5.8%,3.1%,-6.3%,2.0%,2.9%,
Cc1ccccc1C(=O)N1CCN(c2nc(N3CCOCC3)nc(N3CCOCC3)n2)CC1,-0.9%,-4.2%,22.0%,0.4%,-0.6%,
O=C(Nc1ccc(Oc2ccccc2)cc1)N[C@@H](Cc1ccccc1)C(=O)O,2.9%,-3.4%,-6.5%,i,5.4%,
O=C(Cn1cc([N+](=O)[O-])cn1)Nc1nc2ccccc2s1,-1.1%,7.7%,18.2%,1.5%,6.6%,
O=[N+]([O-])c1ccc(/C=C/C2=NN(c3ccccc3)C(c3ccco3)C2)o1 (stereo unspecified),25.3%,/,/,0.6%,/,
CCC(C)(C(=O)NC1CCCCC1)N(Cc1ccco1)C(=O)c1ccccn1 (stereo unspecified),2.1%,-1.9%,-9.9%,0.6%,-6.3%,
c1cncc(-c2nc(NCc3ccco3)c3ccccc3n2)c1,10.2%,2.2%,18.7%,8.7%,10.4%,
CC(CCO)Nc1nc2c([nH]1)c(=O)n(C)c(=O)n2C (stereo unspecified),-5.6%,-3.1%,-1.8%,1.8%,-12.2%,
NCCCn1cnc2ccccc21,-4.9%,9.6%,4.8%,1.3%,-15.0%,
O=c1oc2cc(O)c(Cl)cc2c2ccccc12,-6.4%,30.1%,33.5%,1.6%,-12.5%,

# Quoted at random: 4 records from the list, in no set order.
SMILES,H1N1 NS1A inhibition,M. tuberculosis HTS,tuberculosis growth,VEEV TC-83 Vero,PhoP GFP inhibition,others
O=c1oc2cc(O)c(Cl)cc2c2ccccc12,-6.4%,30.1%,33.5%,1.6%,-12.5%,
COc1ccc(C(=O)N(CC2CCCO2)C(C(=O)NC2CCCC2)c2ccc(C)cc2)cc1OC (stereo unspecified),-5.0%,-13.5%,23.8%,0.1%,4.9%,
O=[N+]([O-])c1ccc(/C=C/C2=NN(c3ccccc3)C(c3ccco3)C2)o1 (stereo unspecified),25.3%,/,/,0.6%,/,
CN(C(=S)Nc1ccc(SC(F)F)cc1)c1ccc(O)cc1,-7.7%,-10.5%,63.7%,1.4%,-0.5%,
